Screening data (PubChem)
IMPase Li cell = cell-permeable IMPase inhibitors with lithium potentiation | CHO-M1 cells, IP1 TR-FRET (IP-One), carbachol + lithium | Potency, µM (titrated, usually from 59.4 µM), without a hit: at the top dose activity, negative = IMPase inhibition, most hits filed as inhibitors | 210,000 compounds, 0.35% hits;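 further: IP1 builds up when IMPase is blocked and the TR-FRET signal falls; plate controls were basal vehicle for no effect and high inhibitor control for full effect; nearly all actives have a fitted effect of over 50% in size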
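Test compounds were applied to CHO-M1 cells previously cultured for 16–30 h at 2000 per well. A small lithium amount accompanied them; after 30 min at 37C, IP1 was quantified by TR-FRET.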
GoLoco inh red = blocks human Gai1 binding to RGS12 GoLoco peptide, red readout | Potency, µM (titrated, usually from 61.6 µM), without a hit: top-dose activity, negative = inhibition, most hits filed as inhibitors | 230,000 compounds, 0.44% hits | Gai1:RGS12 GoLoco peptide FP, rhodamine, 10 min | P63096; active means well fitted inhibition curve with a large enough effect, not every such curve was filed as active; inactive means no such curve, though single readings can be large or run the other way; further: on the % scale 0 is the no-effect control and ±100 the full control effect; nearly all actives have a fitted effect of over 30% in size; many of its hits are not listed in these tables
Target sequence (P63096 whole entry, looked up): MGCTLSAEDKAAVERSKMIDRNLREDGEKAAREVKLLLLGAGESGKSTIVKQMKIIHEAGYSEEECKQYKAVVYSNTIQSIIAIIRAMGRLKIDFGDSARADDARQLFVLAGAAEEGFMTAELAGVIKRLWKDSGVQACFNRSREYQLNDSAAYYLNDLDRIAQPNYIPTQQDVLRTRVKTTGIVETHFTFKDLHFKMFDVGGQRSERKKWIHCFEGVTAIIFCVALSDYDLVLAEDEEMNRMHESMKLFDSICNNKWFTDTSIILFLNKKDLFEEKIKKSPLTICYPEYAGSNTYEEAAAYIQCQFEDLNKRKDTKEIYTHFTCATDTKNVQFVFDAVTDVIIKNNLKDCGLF
SMN2 splice enh = SMN2 splice variant enhancement; Potency, µM (titrated, usually from 46.1 µM), without a hit: at the top dose activity change, positive = activation, usual class: activators; HEK293 SMN2-luciferase splicing reporter, luminescence, 30-36 h; 210,000 compounds, 2.8% hits; further: % of control where 0% means no effect; nearly all actives have a fitted effect of over 55% in size
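HEK293 cells carry an SMN2 minigene-luciferase reporter in which exon 7 inclusion puts luciferase in frame. Cells were seeded at 2000 cells/well, attached for 10-12 hours, then exposed to compounds for 30-36 hours at 37C before ONE-Glo luminescence.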
RECQ1 inh = blocks DNA unwinding by human RECQ1 | AID 2549 | P46063 | Potency, µM (series often up to 57.3 µM), for inactives: top-dose activity, negative = inhibition, hits mostly inhibitors | RECQ1 DNA unwinding, red fluorescence kinetic read | 240,000 compounds, 0.54% hits;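 further: plate controls were vehicle for no effect and no enzyme for full effect; nearly all actives have a fitted effect of over 30% in size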
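RECQ1T1 50 nM; forked duplex (20 bp + 30-nt ss tails) 200 nM, ATP 2 mM final; pH 8.0, 2 mM MgCl2, 2.5 ug/ml poly(dI-dC); 15 min compound preincubation; discontinuous kinetic read over 2 h at RT.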
Luc counter = Kinase-Glo luciferase inhibition (counter-screen). Kinase-Glo luciferase, ATP luminescence, 8 min. 200,000 compounds, 0.28% hits. Potency, µM (titrated, usually from 38.3 µM), inactives show at the highest dose activity change, negative = inhibition, usual class: inhibitors. Q27757; further: on the % scale 0 is the no-effect control and ±100 the full control effect; nearly all actives have a fitted effect of over 60% in size
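Compound is pinned into ATP-containing buffer (10 uM ATP, imidazole pH 7.2, 7 mM MgCl2). Kinase-Glo luciferase reagent is then added. Light output is recorded following an 8-min room-temperature incubation.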
Epigenetic reg = epigenetic control regulation, reporter derepression. 280,000 compounds, 0.2% hits. Potency, µM (doses to about 53.9 µM), inactives show at the top dose GFP activation, most hits filed as activators. murine LDR cells, GFP reporter derepression, 30 h; further: % of control where 0% means no effect; nearly all actives have a fitted effect of over 60% in size
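Reporter derepression read as number of fluorescent GFP-positive objects, 20-120 um in size, counted by laser-scanning cytometer. Mouse LDR line with an epigenetically silenced CMV-GFP locus; compound incubation 30 h, 37 C.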
NPSR antagonist = neuropeptide S receptor (human) antagonism, cAMP; CHO-NPSR cells, cAMP TR-FRET, antagonist mode; Potency, µM (doses to about 38.3 µM), for the others: at the highest dose activity change, negative = inhibition, actives largely listed as inhibitors; 220,000 compounds, 1% hits; AID 1461; further: on the % scale 0 is the no-effect control and ±100 the full control effect; nearly all actives have a fitted effect of over 50% in size; many of its hits are not listed in these tables
Target sequence (Q6W5P4 whole entry, looked up): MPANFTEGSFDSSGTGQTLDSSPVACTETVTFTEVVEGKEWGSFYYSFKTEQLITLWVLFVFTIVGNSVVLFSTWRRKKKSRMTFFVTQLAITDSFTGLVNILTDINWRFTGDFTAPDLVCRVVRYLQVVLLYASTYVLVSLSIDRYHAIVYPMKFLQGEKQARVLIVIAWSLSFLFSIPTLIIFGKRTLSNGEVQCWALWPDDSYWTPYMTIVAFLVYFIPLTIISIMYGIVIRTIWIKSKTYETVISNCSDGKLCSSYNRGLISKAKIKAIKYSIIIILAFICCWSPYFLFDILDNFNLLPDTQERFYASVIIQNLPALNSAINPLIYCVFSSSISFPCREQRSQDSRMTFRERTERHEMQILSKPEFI
KDM4E inh = JMJD2E (human) inhibition; Potency, µM (series often up to 57.1 µM), for inactives: at the highest dose activity change, negative = inhibition, hits mostly inhibitors; AID 2147; JMJD2E catalytic domain, FDH-coupled NADH fluorescence (FDH is formaldehyde dehydrogenase); 230,000 compounds, 1.6% hits; B2RXH2; active means well fitted inhibition curve with a large enough effect, not every such curve was filed as active; inconclusive means small, poorly fitted or top-dose-only effect, or another doubt; inactive means no such curve, though single readings can be large or run the other way;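 further: 0% = wells with enzyme and -100% = buffer wells without enzyme; nearly all actives have a fitted effect of over 50% in size; many of its hits are not listed in these tables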
Target sequence (B2RXH2 1-337 limits assumed): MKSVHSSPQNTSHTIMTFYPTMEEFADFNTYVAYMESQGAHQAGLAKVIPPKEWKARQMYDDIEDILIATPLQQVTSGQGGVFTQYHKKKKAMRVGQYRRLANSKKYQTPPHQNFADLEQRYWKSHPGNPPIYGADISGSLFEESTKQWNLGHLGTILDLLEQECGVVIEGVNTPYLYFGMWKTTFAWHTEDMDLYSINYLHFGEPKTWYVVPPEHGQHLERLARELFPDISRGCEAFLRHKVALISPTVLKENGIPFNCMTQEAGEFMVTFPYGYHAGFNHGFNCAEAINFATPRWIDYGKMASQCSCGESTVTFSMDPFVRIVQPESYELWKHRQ
* marks the source's active call; other numbers are inactive results; i = inactive; u = inconclusive; x = no result given; & = joins results of further samples; [ ] = dose if it differs, or a comment. Unless noted, the call rests on the fitted dose curve; in most records, active means well fitted curve in the direction sought with a large enough effect; inconclusive means small, poorly fitted or top-dose-only effect, or another doubt; inactive means no such curve, though single readings can be large; an effect the other way counts as inactive or inconclusive. Potency means the concentration at half of the fitted maximal effect. Some of the compounds tested (hit frequency here may not be typical).

SMILES	IMPase Li cell	GoLoco inh red	SMN2 splice enh	RECQ1 inh	Luc counter	Epigenetic reg	NPSR antagonist	KDM4E inh
COC(=O)CCc1c(C)nc(N)[nH]c1=O	17.6%[38.3 µM]	-0.6%	1.2%	i	-3.9%	0.0%	-1.4%[46.1 µM]	2.1%
Cc1cccc(C)c1NC(=O)CN1C(=O)S/C(=C\c2cccn2-c2cccc(C(=O)O)c2)C1=O	-10.7%[38.3 µM]	19.2%	9.3%	-5.6%	0.3%	0.0%	-3.3%[46.1 µM]	-10.2%
O=C(CSCc1ccc(Cl)cc1)Nc1ccc(S(=O)(=O)N2CCCCCC2)cc1	25.0%	8.8%	-6.5%	-22.1%	-1.2%	1.0%	-10.8%	5.0%
Cc1nn(C)c(C)c1CN(C)C(=O)C1(C)CC1(Br)Br (stereo not given)	-4.4%	15.9%	-18.3%	-2.7%	-1.9%	-3.0%	11.9%	4.9%
O=c1[nH]c(=S)c2ncn(-c3ccccc3)c2[nH]1	x	-21.4%	x	11.3%	x	-0.3%	5.0%	-4.8%
CC[n+]1c(C)n(-c2ccccc2)c2ccc(C(=O)OC)cc21	4.0%	-2.1%	u	i	-0.4%	-2.7%	7.4%	u
CC(=O)Nc1ccc(S(=O)(=O)N2CCN(C(=O)N3CCCCCC3)CC2)cc1	-5.3%[38.3 µM]	3.6%	-27.5%	-9.3%	0.5%	0.0%	-16.9%[46.1 µM]	9.3%
COc1cc(/C=C/CN2CCC(CO)(CC3CCCCO3)CC2)ccc1O (stereo not given)	1.7%	2.6%	x	-7.6%	-1.7%	-1.4%	6.3%	-16.2%
Cc1cc(NC(=O)COC(=O)[C@H](C)NC(=O)c2ccccc2)no1	0.6%[38.3 µM]	-24.1%	-14.6%	i	0.0%	8.7%	-6.1%[46.1 µM]	5.6%
C=C(Cl)COc1ccc2c(C)cc(=O)oc2c1	4.2%	-3.8%	2.0%	3.9%	-1.2%	-1.0%	14.2%	-4.5%

Molecules above with a Cl atom, in the order listed:
SMILES	IMPase Li cell	GoLoco inh red	SMN2 splice enh	RECQ1 inh	Luc counter	Epigenetic reg	NPSR antagonist	KDM4E inh
O=C(CSCc1ccc(Cl)cc1)Nc1ccc(S(=O)(=O)N2CCCCCC2)cc1	25.0%	8.8%	-6.5%	-22.1%	-1.2%	1.0%	-10.8%	5.0%
C=C(Cl)COc1ccc2c(C)cc(=O)oc2c1	4.2%	-3.8%	2.0%	3.9%	-1.2%	-1.0%	14.2%	-4.5%

(listing goes on)
SMILES	IMPase Li cell	GoLoco inh red	SMN2 splice enh	RECQ1 inh	Luc counter	Epigenetic reg	NPSR antagonist	KDM4E inh
COc1ccc(CCNC(=O)CCNS(=O)(=O)c2cccc(Cl)c2)cc1OC	6.1%	10.2%	4.1%	-7.1%	3.9%	-0.3%	7.1%	-16.4%
Cc1cc(-c2ccn[nH]2)c(C)s1	-4.7%	4.6%	x	-2.3%	-0.1%	3.9%	-1.2%	6.3%
CC(=O)N1N=C(c2cccc(NS(C)(=O)=O)c2)CC1c1cccs1 (stereo not given)	2.7%	4.9%	19.1%	i	3.9%	-0.4%	-8.6%	-4.2%
CCc1ccc(-c2ccc(C(=O)C(F)(F)F)[nH]2)cc1	-11.6%[38.3 µM]	15.1%	u	-5.3%	-1.6%	-1.8%	4.2%[46.1 µM]	-5.7%
Nc1n[nH]c(N)c1N=Nc1cccc(F)c1	-6.0%	8.4%	17.7%	-6.6%	8.0%	-4.3%	-25.9%	7.2%
O=C(NN(c1ccccc1)c1ccccc1)c1ccc([N+](=O)[O-])o1	-11.2%	13.3%	-7.9%	i	2.4%	-1.2%	-0.9%	-4.4%
C/C(=N\O)C(=O)NCc1ccccn1	22.4%[38.3 µM]	2.4%	-5.4%	i	-1.0%	0.0%	1.5%[46.1 µM]	1.2%
Cc1cc(=O)[nH]c(SCCCOc2ccccc2Cl)n1	33.4%[38.3 µM]	-2.3%	-2.5%	-6.7%	-1.6%	0.8%	-18.0%[46.1 µM]	2.5%
O=C(c1cccs1)N1CCN(c2ccccc2)CC1	-1.8%	2.4%	1.8%	8.8%	-1.9%	3.4%	6.4%	8.1%
CCN(CC)CCCn1c(=S)[nH]c2ccc(Cl)cc2c1=O	47.1%[activator][38.3 µM]	6.7%	-2.0%	-6.2%	3.5%	-0.4%	-1.1%[46.1 µM]	-22.1%

Looked up above.
Reading of CCc1ccc(-c2ccc(C(=O)C(F)(F)F)[nH]2)cc1 under GoLoco inh red: 15.1%
Reading of CCN(CC)CCCn1c(=S)[nH]c2ccc(Cl)cc2c1=O under Epigenetic reg: -0.4%
Reading of Nc1n[nH]c(N)c1N=Nc1cccc(F)c1 under RECQ1 inh: -6.6%
Reading of O=C(c1cccs1)N1CCN(c2ccccc2)CC1 under GoLoco inh red: 2.4%
Reading of CC(=O)N1N=C(c2cccc(NS(C)(=O)=O)c2)CC1c1cccs1 (stereo not given) under NPSR antagonist: -8.6%

The results go on:
SMILES	IMPase Li cell	GoLoco inh red	SMN2 splice enh	RECQ1 inh	Luc counter	Epigenetic reg	NPSR antagonist	KDM4E inh
COc1cc(Cc2nc3ccc(S(=O)(=O)N4CCOCC4)cc3[nH]2)cc(OC)c1OC	20.8%[38.3 µM]	6.4%	-55.8%[inhibitor]	-6.4%	8.0%	0.0%	24.3%[46.1 µM]	-1.9%
COCCn1c(=O)c(-c2ccc(OC)cc2)nc2cnc(Nc3cccc(OC)c3)nc21	-12.3%	2.3%	2.7%	i	-5.0%	x	x	x
Nc1ccc2oc3ncccc3c(=O)c2c1	16.6%[38.3 µM]	-1.6%	24.7%	-2.9%	-3.0%	-1.1%	-16.2%[46.1 µM]	9.8%
CCCc1cc(=O)c2ccc(OC/C(C)=N/O)cc2o1	x	18.8%	x	-2.5%	x	0.1%	-8.3%	0.2%
COc1ccc(C(=O)N/N=C/c2cn[nH]c2-c2ccc(OC)cc2OC)cc1	0.4%	4.3%	-7.2%	i	7.3%	0.0%	-4.8%	-6.6%
CC1CN(C(=O)CSc2ncnc3sccc23)CC(C)O1 (stereo not given)	2.6%	19.4%	0.3%	-6.2%	4.1%	-2.2%	-4.7%[46.1 µM]	-1.7%
CC(=O)c1c(NCCc2ccccc2)cc(C)oc1=O	18.5%	1.8%	12.7%	1.2%	4.2%	0.0%	5.0%[46.1 µM]	-4.4%
Cc1cc(C)n2nc(SCc3nnc(SCCCCl)o3)nc2n1	15.1%[38.3 µM]	4.4%	-12.0%	-16.3%	-3.6%	0.0%	-2.9%[46.1 µM]	0.6%
CNC(=O)Nc1ccc(Cl)cc1	8.3%	9.4%	0.6%	-3.7%	3.0%	-0.9%	-2.7%[46.1 µM]	3.2%
COc1ccccc1CNC(=O)CSc1ccccc1	-0.4%	-16.1%	u	-4.2%	0.6%	-1.2%	0.1%	1.1%
O=C(NCCN1CCOCC1)Nc1ccccc1	23.6%[38.3 µM]	7.4%	8.6%	6.7%	1.9%	1.4%	1.0%[46.1 µM]	5.2%
C=CCNC(=O)c1ccc2c3n(nc2c1)-c1ccccc1CO3	x	14.9%	x	i	x	1.5%	-3.6%	u
COc1ccc(-n2c(=O)c(C)nc3cnc(Oc4cccc(Cl)c4)nc32)cc1	18.4%	25.9%	-11.4%	-4.5%	-2.3%	x	x	x
Cc1nn(-c2cccc(C(F)(F)F)c2)c(Cl)c1/C=N/Nc1cccc(C(=O)O)c1	-3.1%	3.0%	0.398µM*	-2.1%	1.6%	0.0%	-35.1%	u
O=C1CCc2nc3ccccc3c(=O)n2N1	25.8%[38.3 µM]	-0.6%	x	-2.6%	-2.5%	3.2%	-3.8%[46.1 µM]	-22.5%
c1ccc(-c2nc3c([nH]2)CCc2nonc2-3)cc1	3.0%	0.5%	3.3%	10.0%	-6.1%	-1.9%	27.3%	u
CCn1c(CNc2nc(-c3ccccc3)cs2)nnc1SCC(=O)NCc1ccco1	-15.3%[38.3 µM]	6.0%	3.6%	-16.4%	-0.6%	-1.0%	7.6%[46.1 µM]	0.1%
COc1ccc(Cn2c(CCC(=O)Nc3ccc(C)cc3)nc3cccnc32)cc1	28.8%[38.3 µM]	9.2%	-8.5%&-20.7%	-2.1%	7.2%	0.6%&7.0%	-19.3%[46.1 µM]	-4.0%
CC(C)=C(NC(=O)c1ccccc1Br)C(=O)NCCc1nc2ccccc2[nH]1	x	10.5%	x	3.8%	x	8.5%	3.4%	-1.9%
COc1ccccc1NC(=O)C(C)NS(=O)(=O)c1ccc(F)cc1 (stereo not given)	11.5%[38.3 µM]	5.1%	15.7%	1.9%	1.5%	-1.1%	-10.4%[46.1 µM]	0.5%
CCN(Cc1ccccc1)C(=O)C1CCN(Cc2ccc(SC)cc2)CC1	29.6%	1.9%	x	-4.8%	-2.5%	-0.1%	-3.2%	2.2%
COc1ccc(NC(=O)C(=O)NNC(=O)c2cccs2)cc1	-4.8%	0.9%	22.4%	i	-0.2%	-3.2%	-3.1%	-7.5%
Cc1cc(Cl)c(OCCCN(C)C)c(Br)c1	-2.3%	4.7%	-9.9%	i	0.2%	-1.3%	15.7%	u
O=C(NCc1ccc(Cl)cc1)c1ccc(-c2ccccc2C(F)(F)F)o1	6.9%	1.3%	-10.5%	-9.1%	-1.3%	-1.4%	-10.0%	-0.2%
COc1ccc(/C=N/Nc2nc3ccccc3c(=O)n2-c2ccccc2)cc1OC	5.1%	0.1%	-8.7%[1.84 µM]	-14.4%	-25.2%	0.9%	6.1%	u
O=C(CC(Nc1ccccc1)c1ccc(F)cc1)c1ccccc1 (stereo not given)	17.9%	5.0%	-2.3%	-1.9%	2.2%	1.0%	u	-2.9%
O=C(COC(=O)C1CC(=O)N(Cc2ccccc2)C1)Nc1ccc2c(c1)OCO2 (stereo not given)	-0.6%[38.3 µM]	2.5%	-13.6%	-2.9%	-1.8%	0.0%	-10.4%[46.1 µM]	-1.6%
O=C(O)COc1ccccc1C(Nc1ccccn1)c1cc(Cl)c2cccnc2c1O (stereo not given)	1.3%	-3.8%	2.3%	1.6%	2.0%	-2.6%	-7.0%	u
